Pf Dd2 growth: blocks in vitro growth of P. falciparum Dd2; P. falciparum Dd2 growth, SYBR Green, 72 h; AID 1347417; actives 4.3% (n = 120,000); Potency, µM (series often up to 28.9 µM), without a hit: at the top dose activity, negative = inhibition, most hits filed as inhibitors; active = well fitted inhibition curve with a large enough effect; inconclusive = small, poorly fitted or top-dose-only effect; inactive = no such curve, though single readings can be large or run the other way;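 also: plate controls were DMSO vehicle for no effect and reference drug for full effect; nearly all actives have a fitted effect of over 65% in size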
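Readout: SYBR Green fluorescence, 485 nm excitation, 535 nm emission, after ~16 h lysis at 37C. Before that, Dd2-infected red cells (2.5% hematocrit) grew 72 h with compound, 29 uM top final concentration.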
* hit, by the source's call; i = inactive; ? = inconclusive; [ ] = remark or other dose. Potency is read from the fitted curve at half-maximal effect. An excerpt; count on the stated rates, not on these rows.

SMILES	Pf Dd2 growth
C=CCN(C)C[C@H]1CN2CC[C@H]1C[C@@H]2CNC(=O)Nc1cccc(SC)c1	-1.3%[44.1 µM]
CCc1ccc(Oc2nc3c(C)cccn3c(=O)c2/C=C(\C#N)c2nc3ccccc3s2)cc1	i
CNC(=O)[C@@H]1CN(C(=O)Cn2c(=O)oc3ccccc32)C[C@H]1c1nc(C)no1	-2.7%
CNC(=O)c1onc(-c2ccc(OC)cc2)c1[C@H](C)O	?
CC1CCc2nn3ccn(CC(=O)Nc4ccccc4)c(=O)c3c2C1 (configuration not stated)	i
Cc1ccc(-n2cc(CN3CCn4nc(C(O)c5nccn5C)cc4C3)cn2)cc1 (configuration not stated)	-19.9%
COc1ccc(CNC(=O)c2cnn3c(C)c(Cc4ccc(F)cc4)c(C)nc23)cc1	i
CCOc1ccc(C2c3c(oc4ccc(C)cc4c3=O)C(=O)N2Cc2ccc3c(c2)OCO3)cc1OC (configuration not stated)	50.3%[activator][5.79 µM]
CN(c1cc(=O)c2ccnc(-c3ccccc3Oc3ccccc3)c2o1)C1CCOCC1	?
CCN1C[C@@H]2C(C(=O)Nc3cccc(Cl)c3)=NO[C@@H]2C1	-6.7%[44.1 µM]
COC(=O)[C@H](NC(=O)[C@@H]1[C@@H](NC(=O)Nc2ccc(F)cc2F)CCN1C(=O)c1cnccn1)C(C)C	5.4%
COc1cc2c(cc1OCc1ccncc1)NC(=O)C21CCN(Cc2ccccc2)CC1	-17.1%[44.1 µM]
COc1ccc(-c2noc(-c3nc(C)no3)n2)cc1	14.0%
COc1ccc(CCC(=O)NCCc2ncc(C)n2C2CCC2)cc1	?
COc1ccc(CNC(=O)c2c(C)noc2-c2ccc(OC)cc2)cc1	-2.6%
CCc1ccc(NC(=O)c2cc(S(=O)(=O)NC3CCCC3)ccc2F)cc1	?
CCN(C(=O)c1cn(CC(C)C)c(=O)c2cc(OC)c(OC)cc12)c1cc(OC)ccc1OC	-15.8%
Cc1ccc(Cn2cc(S(=O)(=O)c3cccc(Cl)c3)c(=O)c3cc(F)c(N4CCOCC4)cc32)cc1	20.8%
Cc1ccc(CN(C)C2CCc3nn(C)c(=O)n3CC2)o1 (configuration not stated)	17.1%
COc1ccc2c(c1)C1(CCN(C(=O)COc3ccccc3)C1)C(=O)N2C (configuration not stated)	i
CC(=O)Nc1ccc(OCC(=O)N2CCC(C)CC2)nc1	34.9%[activator]
Cc1noc(C)c1-c1cc2cc(CO)oc2c(-c2ccc([S+](C)(=O)[O-])cc2)n1	i
O=C(CSc1nnc(-c2ccc(Br)cc2)n1-c1ccccc1)c1ccccc1	11.1%
O=C1COc2ccc(N3CCCC3)nc2CN1Cc1ccccc1	-28.7%[44.1 µM]
Cc1nn(CC(=O)NC2CCCCC2)c(=O)c2nc(C(C)C)sc12	i

Random excerpt: two entries already listed, in no set order.
SMILES	Pf Dd2 growth
O=C1COc2ccc(N3CCCC3)nc2CN1Cc1ccccc1	-28.7%[44.1 µM]
CC1CCc2nn3ccn(CC(=O)Nc4ccccc4)c(=O)c3c2C1 (configuration not stated)	i

Remaining list, next part.
SMILES	Pf Dd2 growth
O=C(Cn1nc2c(cc1=O)CCCC2)Nc1ccc(N2CCCS2(=O)=O)cc1	-4.8%
Cc1oc(-c2cccc(Cl)c2)nc1CSCC(=O)NCc1ccccc1Cl	-13.6%
Cc1ccc(NC(=O)CSC2=Nc3ccccc3C3=NC(Cc4ccccc4)C(=O)N23)cc1C (configuration not stated)	?
Cn1cccc1CN1CCC2(CC(c3cccc(C(F)(F)F)c3)=NO2)C1 (configuration not stated)	8.1%
C=CCC1(OC)CCN(C(=O)c2cnn3cc(CN(CC)CC)cnc23)CC1	8.8%
Cc1noc(C)c1CC(=O)N(C)C1CCc2nnc(C)n2CC1 (configuration not stated)	8.9%
COc1ccccc1-c1nnc2n1C(C(=O)N1CCOCC1)CC2 (configuration not stated)	11.5%
COc1ccc(-c2ccc(COc3ccc4c(cnn4CCC(=O)O)c3)cc2)c(C)c1	-28.1%[44.1 µM]
CN(C)c1ccc(CN[C@H]2[C@H](O)[C@@H](N(C)CCc3ccccn3)[C@@H]3OC[C@H]2O3)cc1	?
O=C(CCC[C@H]1NC[C@@H]2CC1CN(Cc1ccccc1)C2)N1CCOCC1	-23.2%
COc1cc(NC(=O)Cn2c(=O)n(Cc3ccccc3OC)c(=O)c3cccnc32)cc(OC)c1	?
COc1cc(-c2ccnc(-c3nnc(C)n3Cc3ccccc3)c2)ccn1	-21.8%[44.1 µM]
COc1ccc(Nc2ncc(-c3cnn(C)c3)c3c2OCC3)cc1	?
CSCC(=O)N[C@H]1CCN2C(=O)c3cc(/C=C/c4ccccc4)ccc3NC(=O)[C@H]12	i
CC(=O)N1CCc2nn(CC(=O)Nc3ccccc3C)c(=O)cc2C1	-16.1%
COc1ccc(C(=O)N2CC[C@H](c3nc4ccccc4n3C)C2)cc1OC	-10.4%[44.1 µM]
COC[C@@H]1[C@H](NC(=O)c2nc(-c3ccccc3)[nH]c2C)[C@@H]2CCO[C@H]12	-2.9%
CC1(COc2ccc3[nH]ccc3c2)COc2ccc(C(=O)NCC3CCOCC3)cc2N1 (configuration not stated)	i
CCC1CN(C(=O)c2ccc(-c3ccsc3)nc2)CCN1C(C)C (configuration not stated)	i
Cn1ncc2c(C(=O)N3CCC(C#N)CC3)cc(-c3cc(Cl)cc(Cl)c3)nc21	?
Cc1ccc(NC(=O)c2cccc(N3CCCS3(=O)=O)c2)cc1C	-11.2%
CCCCOc1ccc(C(=O)Nc2sc3c(c2C(=O)OCC)CCCCC3)cc1	-16.9%
COc1cc(CNC(=O)c2ccc3nc(Cc4ccccc4)oc3c2)cc(OC)c1OC	?
Cc1ccc(CCNC(=O)C2CCN(c3nnc(C)c4c(C)n(-c5ccccc5)nc34)CC2)cc1	?
Cc1ccc(SCC(=O)Nc2ccc(O)c(-c3nc4cc(C)ccc4o3)c2)cc1	27.4%[5.79 µM]

In a second layout: 20 of the compounds above.
compound,Pf Dd2 growth
O=C(Cn1nc2c(cc1=O)CCCC2)Nc1ccc(N2CCCS2(=O)=O)cc1,-4.8%
Cc1oc(-c2cccc(Cl)c2)nc1CSCC(=O)NCc1ccccc1Cl,-13.6%
Cc1ccc(NC(=O)CSC2=Nc3ccccc3C3=NC(Cc4ccccc4)C(=O)N23)cc1C (configuration not stated),?
Cn1cccc1CN1CCC2(CC(c3cccc(C(F)(F)F)c3)=NO2)C1 (configuration not stated),8.1%
C=CCC1(OC)CCN(C(=O)c2cnn3cc(CN(CC)CC)cnc23)CC1,8.8%
Cc1noc(C)c1CC(=O)N(C)C1CCc2nnc(C)n2CC1 (configuration not stated),8.9%
COc1ccccc1-c1nnc2n1C(C(=O)N1CCOCC1)CC2 (configuration not stated),11.5%
COc1ccc(-c2ccc(COc3ccc4c(cnn4CCC(=O)O)c3)cc2)c(C)c1,-28.1%[44.1 µM]
CN(C)c1ccc(CN[C@H]2[C@H](O)[C@@H](N(C)CCc3ccccn3)[C@@H]3OC[C@H]2O3)cc1,?
O=C(CCC[C@H]1NC[C@@H]2CC1CN(Cc1ccccc1)C2)N1CCOCC1,-23.2%
COc1cc(NC(=O)Cn2c(=O)n(Cc3ccccc3OC)c(=O)c3cccnc32)cc(OC)c1,?
COc1cc(-c2ccnc(-c3nnc(C)n3Cc3ccccc3)c2)ccn1,-21.8%[44.1 µM]
COc1ccc(Nc2ncc(-c3cnn(C)c3)c3c2OCC3)cc1,?
CSCC(=O)N[C@H]1CCN2C(=O)c3cc(/C=C/c4ccccc4)ccc3NC(=O)[C@H]12,i
CC(=O)N1CCc2nn(CC(=O)Nc3ccccc3C)c(=O)cc2C1,-16.1%
COc1ccc(C(=O)N2CC[C@H](c3nc4ccccc4n3C)C2)cc1OC,-10.4%[44.1 µM]
COC[C@@H]1[C@H](NC(=O)c2nc(-c3ccccc3)[nH]c2C)[C@@H]2CCO[C@H]12,-2.9%
CC1(COc2ccc3[nH]ccc3c2)COc2ccc(C(=O)NCC3CCOCC3)cc2N1 (configuration not stated),i
CCC1CN(C(=O)c2ccc(-c3ccsc3)nc2)CCN1C(C)C (configuration not stated),i
Cn1ncc2c(C(=O)N3CCC(C#N)CC3)cc(-c3cc(Cl)cc(Cl)c3)nc21,?

New compounds follow:
SMILES	Pf Dd2 growth
Cc1ccc(C(=O)NC(C(=O)N2CCCCC2)C2CCN(C(=O)C3CCCC3)CC2)cc1 (configuration not stated)	i
CCn1cc(CN2CCc3nn(CCOC)c(=O)n3CC2)cn1	2.4%
CC(=O)Nc1cccc(C(=O)N2CCC(c3n[nH]c(=O)n3-c3ccccc3)CC2)c1	i
CN1CC(c2nc(C3CCOCC3)nn2CC(=O)O)CC1=O (configuration not stated)	-2.2%
COc1ccc(-n2nc(C(=O)NCCCOC(C)C)c3c4ccccc4n(C)c3c2=O)cc1	-13.0%
CCOc1ccc(C2NC(=O)N(CC)C3=C2C(=O)OC3)cc1 (configuration not stated)	-1.4%
COC(=O)c1ccc(NC(=O)N2CCC(CCOc3ccc(F)cc3)C2)cc1 (configuration not stated)	?
Cn1cc(-c2ccccc2F)c2nc(COc3ccc(C(=O)O)cc3)cn2c1=O	-14.0%[44.1 µM]
CCC[C@H]1CN(C(=O)c2ccccc2Cc2ccc(C)cc2)C[C@@H]1N	?
Cc1cc(S(=O)(=O)N2C[C@@H](F)C[C@H]2C(=O)N2CCc3ccccc3C2)ccc1Cl	2.2%
CCCCN(C)C(=O)c1cc(-c2ccc(C)cc2)cn1CC	-19.2%
O=C(Nc1cccc(F)c1)C1CCN(c2nc3ccccc3[nH]2)CC1	?
O=C(NCc1ccc(Cl)nc1)c1ccc2ccnn2c1	i
CC(C)Nc1nc2c(S(=O)(=O)c3cccc(Cl)c3)nnn2c2ccsc12	-15.0%
O=C(C1CCc2ncc(-c3ccsc3)n2C1)N1CCC(Cc2ccccc2)CC1 (configuration not stated)	i
CCOC(=O)c1ccc(CN(Cc2ccc(F)cc2)S(=O)(=O)c2cc(C(=O)Nc3cccc(C(F)(F)F)c3)ccc2F)cc1	?
O=C1CCCCC(CNC(=O)c2ccoc2)N1 (configuration not stated)	27.2%
O=C(c1ccc(F)cc1)N1CCC(Cc2nc(-c3ccccc3)no2)CC1	?
Cc1nc(-c2c3n(c(=O)n(Cc4cccc(F)c4)c2=O)CCCCC3)no1	i
O=C(c1cc2c(=O)oc3ccccc3c2s1)N1CCN(c2cccc(Cl)c2)CC1	25.3%
Cc1noc(-c2nc(Cc3cccc(F)c3)no2)n1	18.0%
Cc1nc2nc(NC(=O)c3ccc(Cl)cc3)[nH]n2c(=O)c1Cc1ccccc1	4.7%
CCN(c1ccccc1)S(=O)(=O)c1cc(Br)cc2c1N(C(=O)C1CC1)CC2	1.12µM*
CC(=O)N1CCC2(CC1)CN(C(=O)c1c(C)noc1C)Cc1ccccc1O2	11.7%
CNC(=O)c1cnn2c1CN(C(=O)c1ccccc1)CC2	37.1%[activator][44.1 µM]
SMILES	Pf Dd2 growth
CCc1cccc(-n2c(=O)c3cccnc3n2CC(=O)Nc2ccc(F)c(C)c2)c1	1.26µM*
CCN(Cc1ccccc1)C(=O)Cn1c(=O)n(-c2ccc(C)c(C)c2)c(=O)c2c(C)c(C)sc21	-8.2%
CCOC(=O)c1scc(-c2ccccc2)c1S(=O)(=O)Nc1cc(Cl)c(OC)cc1OC	?
CCOc1ccc(NC(=O)CN2CCN(S(=O)(=O)c3ccc(OC)cc3)CC2)cc1	0.5%
COc1ccccc1CCNC(=O)C(=O)NCC(c1cccs1)S(=O)(=O)c1ccc(C)cc1 (configuration not stated)	-10.5%
Cc1ccc(S(=O)(=O)NC[C@H]2O[C@@H](CC(=O)N3CCN(c4ccc(F)cc4)CC3)[C@H](O)[C@@H]2O)cc1	?
COc1cccc(Nc2nc3c(S(=O)(=O)c4cc(C)ccc4C)nnn3c3ccsc23)c1	-4.2%
C=C[C@H]1CN2CC[C@H]1C[C@@H]2CNC(=O)C1CCCCC1	i
CC1(Cc2ccc3c(c2)OCO3)CCCN(C(=O)c2ccccc2-n2cncn2)C1 (configuration not stated)	?
Cc1cccc(CN2C(=O)CN=C(c3ccccc3)c3cc(Cl)ccc32)c1	?
Cc1ccc(NC(=O)CSc2nc3nccnc3c(=O)n2CCc2c[nH]c3ccccc23)c(C)c1	?
CCOc1ccccc1CNC(=O)C1CCN(C(=O)N2CCOc3ccc(Cl)cc32)CC1	?
O=[S+]([O-])(c1cccc(C(F)(F)F)c1)N1CCC2(CCN(CCc3ccccc3)c3ccccc3O2)CC1	-31.2%
O=C(c1ccc2c(c1)OCO2)N1CCN(c2cc(-c3cccs3)[nH]n2)CC1	i
O=C(Cn1cc(S(=O)(=O)N2CCN(c3ccccc3F)CC2)c2ccccc2c1=O)Nc1ccc(F)cc1Cl	-23.1%
CCCCCCNC(=O)Cc1csc2nc(C)c(-c3cc(C)n(-c4ccccc4F)n3)c(=O)n12	?
CCOc1ccc(NC(=O)Cn2cc(C(=O)c3ccccc3)c(=O)c3cc(OC)ccc32)cc1	-13.7%

Screens: PubChem, National Center for Advancing Translational Sciences (NCATS)
